High-throughput results (PubChem)
SUMO1-SIM PPI – modulators of human SUMO1-mediated protein-protein interactions; P63165; SUMO1 binding to a labelled peptide, TR-FRET, 1 h; inhibition, % at 20 µM; 360,000 compounds, 0.33% hits; AID 602429; in the data active = inhibition above about 37%
Tb MetRS inh – Trypanosoma brucei MetRS inhibition; AID 624268; 360,000 compounds, 0.4% hits; inhibition, % at 11.9 µM; purified T. brucei MetRS, ATP depletion, Kinase-Glo luminescence;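 active = inhibition above a per-plate cutoff of the control wells' mean inhibition plus 3 SD, cut at about 5.5% in these data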;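 note: 0% = DMSO wells median and 100% = median of wells with control inhibitor compound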
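Test system – parasite MetRS enzyme · Reagent – substrates ATP, L-methionine and bulk Escherichia coli tRNA · Doses – 11.9 µM compound single dose, 0.9% DMSO · Times – 15 min enzyme-compound preincubation, 2 h reaction, 10 min detection, 25 °C · Signal – Kinase-Glo luminescence, ATP depletion format · Controls – DMSO-only wells as low control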
SKN-1 block – inhibitors of C. elegans SKN-1; C. elegans VP596 Pgst-4::GFP/RFP ratio, acrylamide-induced, 24 h; inhibition, % at 21.8 µM; 360,000 compounds, 0.49% hits; AID 624304;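 active = interference check ratio from 0.5 to 1.5 plus GFP to RFP signal ratio inhibition reaching or exceeding a fixed threshold, cut at about 30% in these data, passing the limit was not always enough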; note: some compounds called inactive have numbers as strong as hits
Scp-1 inhibitor – Scp-1 (human) phosphatase inhibition. Q9GZU7. Recombinant Scp1, phosphopeptide, malachite green phosphate absorbance. inhibition, % at 20 µM. 340,000 compounds, 0.88% hits;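 active = inhibition above about 50% at 20 µM, limit read from the data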;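 note: plate controls were DMSO wells with enzyme for no effect and wells lacking enzyme for full effect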
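Test system: SCP-1 phosphatase catalytic domain, residues 76-261; measured by: colorimetric phosphate reagent with accelerator and stabiliser, absorbance at 630 nm; timing: enzyme reaction 45 min at room temperature, colour 5 min, stabilisation 30 min; also added: Phosphorylated 17-residue peptide substrate; compound dosing: one concentration, 20 µM, with 1.0% DMSO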
Neddylation inh – cullin neddylation inhibition; TR-FRET cullin neddylation, biochemical; calls only at 25 µM; 360,000 compounds, 0.58% hits; in the data active = inhibition above about 36%
NadD inh – blocks S. aureus nicotinate mononucleotide adenylyltransferase. purified NadD enzyme, colorimetric absorbance read-out. AID 602399. 360,000 compounds, 0.78% hits. inhibition, % at 20 µM; in the data active = inhibition above about 26%; note: some compounds past the cut are filed as inactive
STEP block – STEP (human) phosphatase inhibition. P54829. recombinant STEP, OMFP fluorogenic substrate, fluorescence. inhibition, % at 20 µM. 360,000 compounds, 0.25% hits. AID 588621;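 active = inhibition at 20 µM, scaled per plate between control wells, above about 37%, limit read from the data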;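 note: 0% = DMSO with enzyme and substrate and 100% = substrate only without enzyme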
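System: STEP (striatal-enriched tyrosine phosphatase) enzyme, cell-free; medium: Bis-Tris pH 6.0 buffer with DTT, detergent; dosing: 20 µM, 1% DMSO; times: reaction 20 min, ambient temperature; detection: fluorescence, 480/540 nm; read-out basis: normalized % inhibition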
DNMT1 block – DNMT1 (human) enzyme inhibition | inhibition (reported as % activation of signal), % at 10 µM | 360,000 compounds, 0.83% hits | DNMT1 molecular beacon, Hinp1I cleavage, fluorescence; in the data active = inhibition above about 50%
Target sequence (P26358 504-1616 limits assumed): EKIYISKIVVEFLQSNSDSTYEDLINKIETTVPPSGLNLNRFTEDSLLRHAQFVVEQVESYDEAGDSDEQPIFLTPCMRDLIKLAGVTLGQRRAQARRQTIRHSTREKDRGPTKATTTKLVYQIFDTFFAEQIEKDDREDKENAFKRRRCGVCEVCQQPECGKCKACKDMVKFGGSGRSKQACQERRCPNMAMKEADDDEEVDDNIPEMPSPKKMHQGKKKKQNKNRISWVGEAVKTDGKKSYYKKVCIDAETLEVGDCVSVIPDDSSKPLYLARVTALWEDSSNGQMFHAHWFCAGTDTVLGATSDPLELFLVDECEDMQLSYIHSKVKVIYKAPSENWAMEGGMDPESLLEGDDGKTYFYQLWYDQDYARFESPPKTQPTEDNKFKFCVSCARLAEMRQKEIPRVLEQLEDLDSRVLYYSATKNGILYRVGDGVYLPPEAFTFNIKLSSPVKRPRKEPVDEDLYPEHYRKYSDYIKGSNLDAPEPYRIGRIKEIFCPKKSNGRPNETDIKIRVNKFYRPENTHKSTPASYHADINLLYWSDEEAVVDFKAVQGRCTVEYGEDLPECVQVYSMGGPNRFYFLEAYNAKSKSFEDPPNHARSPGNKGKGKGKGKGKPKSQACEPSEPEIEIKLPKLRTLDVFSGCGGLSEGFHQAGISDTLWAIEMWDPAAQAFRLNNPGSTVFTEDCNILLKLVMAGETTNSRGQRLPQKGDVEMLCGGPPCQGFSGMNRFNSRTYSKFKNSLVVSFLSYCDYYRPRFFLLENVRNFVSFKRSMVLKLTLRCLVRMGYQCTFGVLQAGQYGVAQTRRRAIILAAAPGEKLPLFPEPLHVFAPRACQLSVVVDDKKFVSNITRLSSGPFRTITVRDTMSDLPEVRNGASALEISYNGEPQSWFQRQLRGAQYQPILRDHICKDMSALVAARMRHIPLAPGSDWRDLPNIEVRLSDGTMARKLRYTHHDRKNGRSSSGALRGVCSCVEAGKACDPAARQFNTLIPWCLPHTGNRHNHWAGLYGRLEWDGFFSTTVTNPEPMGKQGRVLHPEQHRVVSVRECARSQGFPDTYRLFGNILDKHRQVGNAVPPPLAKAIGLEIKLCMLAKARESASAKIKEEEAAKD
LMPTP inh – LMPTP (human) inhibition. P24666. recombinant LMPTP-A, OMFP fluorogenic substrate, fluorescence intensity. inhibition, % at 20 µM. 360,000 compounds, 0.22% hits. AID 651560;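 active = compounds that cut the enzyme signal by at least half of the control window in the single-dose screen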;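 note: plate controls were DMSO wells with enzyme plus substrate for no effect and substrate without enzyme for full effect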
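Test system: LMPTP-A phosphatase enzyme. Amount: LMPTP-A at 0.625 nM final in the reaction. Reagent: OMFP substrate, 400 µM final. Times: 50 min at room temperature. Signal: endpoint fluorescence intensity from OMFP dephosphorylation. Read-out basis: % inhibition. Benchmarks: no-enzyme and uninhibited controls.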
NRP1-CendR mod – NRP-1/CendR interaction modulation; FAM-RPARPAR peptide binding to NRP-1, fluorescence polarization; inhibition, % at 25 µM; 360,000 compounds, 0.85% hits; AID 602438;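 active = inhibition or corrected inhibition above about 18%, plus a signal ratio from 0.5 to 1.5, limit read from the data, passing the limit was not always enough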; note: strong numbers were not always called active
Numbers without * were called inactive; i = inactive; · = no result given.

Fields – SUMO1-SIM PPI	Tb MetRS inh	SKN-1 block	Scp-1 inhibitor	Neddylation inh	NadD inh	STEP block	DNMT1 block	LMPTP inh	NRP1-CendR mod
[1] O=C(N/N=C/c1cccnc1)c1cc2c(ccc3ccccc32)o1
 : 20	-0.5	-4	38	·	3	7	0	1.5	2
[2] COc1ccc(S(=O)(=O)N2CCCC(C(=O)N3CCN(c4ccccc4)CC3)C2)cc1Cl (centres undefined)
 : 2	-0.4	1	-2	i	0	3	0	1.3	-3
[3] COc1cccc(-c2cc(C(F)(F)F)nc(-n3cc(Cl)cn3)n2)c1
 : 1	-1.5	14	-11	·	-4	4	4	0.8	-11
[4] CC(C)(C)c1ccc(NC(=O)CNC2CCCc3ccccc32)cc1 (centres undefined)
 : -3	-0.2	5	-1	i	-6	-1	4	-1.4	3
[5] C#CC(=O)CCC1CCCN1C(=O)OC(C)(C)C (centres undefined)
 : 4	-0.3	14	-4	i	6	11	3	-2.1	-19
[6] O=C(c1ccc(Cl)cc1)N1CCCCC(Sc2nnc(-c3ccc4c(c3)OCO4)o2)C1=O (centres undefined)
 : -4	0.2	-33	-2	i	-7	3	-3	1.5	-1
[7] O=C(NC(c1ccccc1)C(Cl)(Cl)Cl)c1ccccc1 (centres undefined)
 : -2	-0.3	17	-5	i	-4	-3	-2	0.5	2
[8] CSc1nc(Cl)cc(=O)[nH]1
 : 0	-0.7	-2	-1	i	-3	-2	0	-3.0	7
[9] Cc1sc2ncn(CC(=O)N3CCOCC3)c(=O)c2c1-c1ccccc1
 : 0	-1.1	-7	4	i	4	-1	8	-0.5	16
[10] COC(=O)c1c[nH]n2c(=O)c(Cl)c(C)nc12
 : 1	-0.7	5	-6	i	-7	-2	-8	-0.3	-24
[11] COc1ccc(/C=C/C(=O)c2nc3ccccc3n2CC(=O)c2ccc(OC)cc2)cc1
 : -6	2.2	44*	5	i	30*	3	-3	2.6	2
[12] CO/N=C/c1ccc(Oc2ccc(C)cc2)nc1
 : -3	-1.5	-2	5	i	-2	-2	2	-0.2	-2
[13] Cc1nc2c(ncn2-c2ccccc2)c(=O)n1NC(=O)CN1CCOCC1
 : 5	-1.0	-3	-7	i	-10	1	-1	-1.7	1
[14] CCOC(=O)c1ccc(NC(=O)Cn2ncc(Cl)c(Cl)c2=O)cc1
 : 2	0.0	10	11	i	22	2	43	2.5	-19
[15] COc1ccc(C(CNC(=O)c2ccco2)N2CCCCC2)cc1 (centres undefined)
 : 1	-0.4	4	-7	i	-7	-1	3	-0.5	0
[16] CC(C)C(=O)Nc1c(-c2ccc(Cl)cc2)c(=O)c2ccccc2n1C
 : 2	0.3	18	-7	i	-1	0	-1	-0.8	-1
[17] CCOC(=O)Cc1cc(=O)c2c(=O)n(-c3ccccc3)[nH]c2[nH]1
 : 9	0.0	12	-4	i	2	-2	-3	0.6	8
[18] Cc1ccc(S(=O)(=O)N2CCCC2C(=O)NCc2ccncc2)cc1 (centres undefined)
 : -11	-0.1	-9	-1	i	8	0	1	-0.6	-2
[19] N#Cc1nc(Cc2cccc3ccccc23)oc1NCCCN1CCOCC1
 : -5	-1.7	-10	-1	i	-4	-5	1	-2.8	1
[20] O=S(=O)(/N=C(/Nc1ccccc1)c1ccccc1)c1cccs1
 : 0	-1.0	-10	-2	i	-1	-2	4	-0.8	9

Part of the list above, reformatted.
9) Cc1sc2ncn(CC(=O)N3CCOCC3)c(=O)c2c1-c1ccccc1
  SUMO1-SIM PPI: 0	Tb MetRS inh: -1.1	SKN-1 block: -7	Scp-1 inhibitor: 4	Neddylation inh: i	NadD inh: 4	STEP block: -1	DNMT1 block: 8	LMPTP inh: -0.5	NRP1-CendR mod: 16

10) COC(=O)c1c[nH]n2c(=O)c(Cl)c(C)nc12
  SUMO1-SIM PPI: 1	Tb MetRS inh: -0.7	SKN-1 block: 5	Scp-1 inhibitor: -6	Neddylation inh: i	NadD inh: -7	STEP block: -2	DNMT1 block: -8	LMPTP inh: -0.3	NRP1-CendR mod: -24

The list goes on:
Fields – SUMO1-SIM PPI	Tb MetRS inh	SKN-1 block	Scp-1 inhibitor	Neddylation inh	NadD inh	STEP block	DNMT1 block	LMPTP inh	NRP1-CendR mod
[21] O=C(NCc1ccncc1)C1CCN(S(=O)(=O)c2ccccc2)CC1
 : 5	0.0	10	-6	i	-6	-2	0	-2.4	4
[22] COc1ccc(C(=O)Nc2ccc(C(=O)Nc3cccnc3)cc2)cc1
 : -1	0.0	-9	18	i	-2	33	-2	37	2
[23] COc1cccc(CN(C)C(=O)c2ccc3nccnc3c2)c1
 : 1	0.3	-1	-4	i	7	5	-5	-5.1	-22
[24] Cc1sc(NC(=O)CN2CCOCC2)nc1-c1ccc2c(c1)CCN2S(=O)(=O)c1ccccc1
 : -3	-1.2	8	2	i	-5	1	-12	2.1	3
[25] COc1cccc(C#Cc2c(C=O)n(C)c3ccccc23)c1
 : -1	0.1	10	-10	·	3	-2	-6	2.5	0
[26] C/C(=N/NC(=O)CNC(=O)c1ccccn1)c1cccc([N+](=O)[O-])c1
 : -13	-0.5	3	-3	i	0	0	3	0.2	-6
[27] CCOC(=O)C(C)Sc1nnc(NC(=O)c2ccc3c(c2)OCO3)s1 (centres undefined)
 : 0	-0.4	-4	-3	i	-6	-1	0	-0.7	-3
[28] Cc1ccc(NC(=O)c2cccc(OCc3c(C)noc3C)c2)c(C)c1
 : -2	-1.1	-16	-3	i	-2	2	0	0.2	8
[29] CCCCOP(=O)(OCCCC)C(Nc1ccc(C(=O)OCC)cc1)c1ccncc1 (centres undefined)
 : 1	-0.9	-3	-12	i	-1	1	3	-2.5	-6
[30] c1ccc(COc2ncnc3c2ncn3CCCNCC2CCCO2)cc1 (centres undefined)
 : 2	-0.2	-4	4	i	-5	-2	1	-2.1	-1
[31] CC(C)CNC(=O)c1cccc(NC(=O)CSc2ccc(Cl)cc2)c1
 : 0	-0.4	8	2	i	-3	-3	0	-0.5	2
[32] CCCCc1noc2c1/C(=N\O)CC(c1ccccc1)C2 (centres undefined)
 : 0	0.2	5	-4	i	5	-1	4	-1.6	3
[33] C=CC(=O)Nc1ccc(CN2C(=O)N(c3c(Cl)c(OC)cc(OC)c3Cl)Cc3cnc(NCCCCN(CC)CC)nc32)cc1
 : -57	-0.5	-9	2	i	19	-3	-18	-1.5	11
[34] COc1cnc(-c2ccccn2)nc1N(C)C
 : 0	0.7	16	-6	i	-4	5	-1	2.0	3
[35] CCC(C)C(CO)NCCCn1cnc2c(OCc3ccccc3)ncnc21 (centres undefined)
 : 2	-0.8	0	·	i	-2	-2	7	-0.3	14
[36] O=C(c1ccccc1)c1nccn1-c1ccc(Cl)nn1
 : -8	-0.2	-7	1	i	-7	0	-1	-2.5	8
[37] Cc1cc(NC(=O)CSc2nc3c([nH]c4ccccc43)c(=O)n2-c2ccccc2F)no1
 : 12	-0.3	0	-8	i	9	0	-12	2.9	-3
[38] Cc1ccccc1NC(=S)N1CCN(C(=O)c2ccco2)CC1
 : 0	-0.9	3	-1	i	-2	-1	-1	0.6	7
[39] CCOC(=O)N1CCN(C(=O)CNC(=O)c2ccc(Cl)cc2)CC1
 : -2	-0.5	10	-7	i	0	-4	-2	-0.4	15
[40] COc1ccc(Cl)cc1Nc1nc(-c2sc(NC(=O)c3ccco3)nc2C)cs1
 : 4	0.5	-7	-11	i	24	0	-40	2.5	-20
[41] CC(=O)N1c2ccccc2C(C)(c2ccccc2)CC1(C)C (centres undefined)
 : 7	-0.1	5	-7	i	0	1	4	0.2	-2
[42] O=C(COc1ccccc1)Nc1nnc(C23CC4CC(CC(C4)C2)C3)s1
 : -3	-0.2	-7	-1	i	-1	-4	12	-1.2	2
[43] Cc1ccc(S(=O)(=O)CC(c2ccccc2)N2CCOCC2)cc1 (centres undefined)
 : 0	-1.5	-9	-7	i	-4	-1	2	-3.1	0
[44] COc1ccc(S(=O)(=O)Nc2cc(Sc3ncn[nH]3)c(O)cc2C)cc1
 : 9	0.0	4	-12	i	-6	1	-4	-0.7	-6
[45] COc1ccc(-c2cc(C(F)(F)F)n3ncc(C(=O)N(C)Cc4ccccc4)c3n2)cc1
 : -12	0.4	7	-12	·	-7	3	7	2.3	-4
[46] COc1ccc(CCNC(=O)CCS(=O)(=O)c2ccc3c(c2)oc(=O)n3C)cc1OC
 : -5	-0.1	-5	-9	i	-2	0	4	-0.4	6
[47] C=CCn1c(C)nnc1SCC(=O)N1CCN(S(=O)(=O)c2ccccc2)CC1
 : -4	-0.3	-5	2	i	-4	-2	2	-0.3	6
[48] Cc1cc(C(F)(F)F)nc(NNc2nc(C)cc(C(F)(F)F)n2)n1
 : 1	-0.4	-2	·	i	-5	1	-2	-2.0	2
[49] CC(=O)Nc1ccc(SCC(=O)c2cc(C)n(CC(F)(F)F)c2C)cc1
 : 1	-0.2	14	-5	i	3	0	-6	1.2	-2
[50] CC(C)(C)NC(=O)CN(CCc1ccccc1)C(=O)c1csnn1
 : -4	-1.3	-4	-1	i	-2	-3	5	0.1	5
[51] CC1(C(=O)Nc2cccc(OC(F)(F)F)c2)Cc2c(-c3cccc(C(F)(F)F)c3)ccnc2O1 (centres undefined)
 : 0	-0.3	2	·	i	0	1	-16	4.0	5
[52] CCCNC(=O)N1CCN(S(C)(=O)=O)CC1
 : 3	0.8	12	-7	i	1	-1	2	0.7	2
[53] O=C(CCN1C(=O)/C(=C\c2cccc(Br)c2)SC1=S)NCCCN1CCOCC1
 : -33	0.0	5	-1	i	-2	1	0	-1.2	0
[54] O=C(CSc1ccc2nnc(-c3ccccc3)n2n1)NCc1ccco1
 : 3	0.3	2	55*	i	-5	11	2	0.1	-2
[55] O=C(Nc1ccccn1)c1cc(-n2cnnc2)ccc1Cl
 : 4	-1.1	-3	-9	i	2	-1	-3	-0.8	11
